Assay outcomes deposited in PubChem by Broad Institute.
E-selectin induc – E-selectin induction in HUVECs, primary screen, imaging, HUVEC, immunofluorescence imaging, single point. P16581. normalized: neutral wells 0, TNF-alpha wells 100. activation, % at 7.58 µM. 260,000 tested, 0.37% active. AID 686992, 2013;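 active = mean E-selectin-positive cell signal at least 10% of the positive control, reached in at least 60% of replicates, without over 20% cell loss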;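 also: in these data hits start at about 27%; measured in HUVEC primary endothelial cells; signal is the percent of cells scored E-selectin positive by PE staining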
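System: HUVEC / Compound: single concentration / Signal: immunofluorescence imaging / Read-out: percent E-selectin-positive cells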
RAD52 inh – RAD52 DNA annealing inhibitors, primary screen, biochemical, FRET, single point, set 2 | DNA repair protein RAD52 homolog (Homo sapiens), P43351 | recombinant RAD52 DNA annealing, FRET fluorescence | inhibition, % at 18.7 µM | 360,000 tested, 0.46% active;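 active = every replicate showing at least 50% inhibition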
Target sequence (P43351 whole entry, looked up): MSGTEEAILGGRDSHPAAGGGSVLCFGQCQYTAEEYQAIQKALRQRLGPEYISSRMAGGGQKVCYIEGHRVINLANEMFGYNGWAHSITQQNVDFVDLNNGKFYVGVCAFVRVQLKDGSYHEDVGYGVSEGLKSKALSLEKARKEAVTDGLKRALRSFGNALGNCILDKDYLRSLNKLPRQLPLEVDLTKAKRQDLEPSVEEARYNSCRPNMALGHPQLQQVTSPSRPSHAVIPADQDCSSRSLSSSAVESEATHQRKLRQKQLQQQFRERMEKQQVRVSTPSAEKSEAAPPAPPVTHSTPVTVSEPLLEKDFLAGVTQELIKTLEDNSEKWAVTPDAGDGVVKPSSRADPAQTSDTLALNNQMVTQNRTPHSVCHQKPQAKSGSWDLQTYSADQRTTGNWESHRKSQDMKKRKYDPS
FN deposition inh – inhibitors of fibronectin matrix deposition, primary screen, AH1F cells, Alexa488-fibronectin fluorescence, plate reader; inhibition, % at 12.6 µM; AH1F fibroblasts, overnight; AID 743247, 2014; 350,000 tested, 0.086% active;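 active = mean inhibition across replicates of 30% or more, regardless of how many single replicates reach that level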;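 also: positive control wells lacked labelled fibronectin entirely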
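Material: AH1F fibroblast monolayer depositing Alexa488-labelled fibronectin into matrix | Input: 10000 AH1F cells/well | Medium: DMEM plus 2% serum, read in PBS | Reagent: Alexa488-fibronectin, 24 nM final in well | Compound dosing: One dose per compound, pinned | Schedule: 1 h adhesion, overnight exposure | Measured by: Fluorescence at 485 nm excitation, 525 nm emission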
XiGFP reactiv – activators of inactive X chromosome reactivation, primary screen, imaging, XiGFP fibroblasts, GFP high-content imaging, set 2 | XiGFP mouse fibroblasts, % GFP-positive cells imaging, 3 d; cells co-treated with 5-aza-dC sensitizer; scaled so ellipticine positive control = 100% | activation, % at 7.58 µM | 360,000 tested, 0.055% active | AID 743238, 2013;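 active = mean normalized replicate activation at least 10% and every replicate at or above 10%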;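 also: 0% = median of on-plate neutral control wells and 100% = ellipticine 6 µM median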
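System: 68-5-11 XiGFP fibroblast line | Buffer or medium: DMEM containing 5-aza-dC | Compound: Single point | Times: Compounds 3 days, fix/stain 15 min at room temperature | Benchmarks: Positive control ellipticine, 6 µM final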
S100A4 inh HTS – inhibitors of S100A4-myosin IIA peptide binding, primary screen, biochemical, fluorescence polarization, TAMRA-MyoIIA peptide; Protein S100-A4 (Homo sapiens), P26447; inhibition, % at 10.7 µM; 360,000 tested, 0.14% active; AID 652163, 2013;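 active = mean inhibition of at least 70% across replicates, with every replicate also reaching that level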
Target sequence (P26447 whole entry, looked up): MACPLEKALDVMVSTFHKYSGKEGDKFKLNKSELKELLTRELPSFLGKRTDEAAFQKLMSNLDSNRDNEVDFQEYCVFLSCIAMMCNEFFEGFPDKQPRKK
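Compound dosing: one dose per compound; test system: human S100A4 monomer with TAMRA-labelled myosin IIA peptide; probe or stimulus: TAMRA-labelled myosin IIA heavy-chain peptide probe, 5 nM; medium: HEPES buffer with Ca2+, pH 7.2; schedule: 5 min incubation before reading; benchmarks: neutral control DMSO, positive control TFP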
EWS-Fli block – EWS/Fli-driven NR0B1 reporter inhibitors, primary screen, A673 cells, NR0B1 luciferase, luminescence, MLPCN library; AID 651661, 2012; viability-normalised; inhibition, % at 12.6 µM; 350,000 tested, 0.67% active;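 active = mean inhibition of at least 50% after viability correction, with every replicate also passing that limit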;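 also: firefly luciferase signal divided by Alamar Blue viability fluorescence both relative to DMSO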
esBAF inh – Bmi1 luciferase reporter increase in mESCs, primary screen, esBAF inhibitor project, mouse ES cells, Bmi1 luciferase knock-in, single point | 24 h; 100% = twice the neutral-well signal | reporter increase, % at 12.5 µM | 350,000 tested, 2% active | AID 602393, 2012; in the data active = activation above about 40%;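 also: 0% = median of the plate's neutral control wells and 100% = double that signal; a rise in the Bmi1 reporter signal indicates esBAF inhibition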
RAD54 branch – inhibitors of human RAD54 branch migration, primary screen, biochemical, fluorescence, single point; DNA repair and recombination protein RAD54-like (Homo sapiens), Q92698; RAD54 Holliday junction branch migration, FAM/BHQ fluorescence; inhibition, % at 10.4 µM; 360,000 tested, 0.14% active; AID 602329, 2012;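 active = mean normalized replicate activity at least 40 and at least half of replicates scoring 40 or more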;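 also: 0% = median of neutral control wells and 100% = median of positive control wells; inhibitors cause a drop in the FAM fluorescence signal; in these data hits start at about 50%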
* hit, by the source's call; nt = not tested or not shown. Hits appear at their usual frequency, and some 3% of all compounds hit somewhere here.

structure	S100A4 inh HTS	EWS-Fli block	FN deposition inh	RAD52 inh	RAD54 branch	esBAF inh	E-selectin induc	XiGFP reactiv
COC(=O)c1cnn(-c2ccccc2)c1/C=N/NC(=S)Nc1ccccc1	1.0	14.2	16.3	-7.2	-0.9	nt	-0.1	0.0
CC(C)Nc1nc(Cl)nc(NN(C)c2nc(N(C)C)nc(N(C)C)n2)n1	0.5	0.4	-7.9	1.5	-1.8	1.2	nt	0.3
COc1cc(OC)cc(C(=O)N[C@H](C(=O)OCC(=O)Nc2ccc(C(C)C)cc2)C(C)C)c1	1.7	11.7	0.3	-7.4	nt	nt	63.6*	-0.1
Cc1ccc(S(=O)(=O)CC(=O)Nc2nnc(C(C)(C)C)s2)cc1	-0.3	-0.1	8.6	-2.8	-3.2	-3.6	-0.1	0.1
CN1C[C@H](C(=O)NC2(C)OC3(O)[C@@H]4CCCN4C(=O)[C@H](Cc4ccccc4)N3C2=O)CC2c3cccc4[nH]cc(c34)C[C@H]21 (some centres not stated)	0.8	12.8	-1.6	-24.9	0.5	6.0	0.5	0.3
C=C(C)CNC(=O)C1CCC(=O)N(CCCc2ccccc2)C1 (configuration not stated)	3.5	17.9	-0.4	-6.7	-4.5	-6.1	0.2	0.0
CCO/C(C)=N/Oc1cnc2ccccc2c1	-19.4	-107.6	0.0	0.0	4.0	65.8*	0.0	0.3
CCOc1ncccc1C(=O)OCC(=O)NCc1ccccc1	-4.4	0.8	0.9	-8.4	6.1	-0.8	-0.2	0.1
CC1CC(=O)N(CC(=O)Nc2ccccc2F)c2ccccc2S1(=O)=O (configuration not stated)	0.3	nt	-3.0	-5.8	-0.6	-2.1	1.8	0.0
O=C(c1ccc(Oc2ccccc2)cc1)c1nc2c(n1O)CCCC2	0.5	-13.4	nt	-6.3	nt	16.5	nt	nt
CCC(=O)N1C[C@H](C)[C@H](OC)CN(C)C(=O)c2ccc(NC(=O)NC(C)C)cc2OC[C@@H]1C	-2.5	4.5	-8.1	2.9	5.1	-4.3	0.3	0.0
Cc1ccc(S(=O)(=O)N(C)C[C@@H]2OCCCC[C@H](C)Oc3ccc(NC(=O)Nc4ccccc4)cc3C(=O)N([C@H](C)CO)C[C@H]2C)cc1	-16.1	11.1	5.7	-15.2	1.5	1.6	1.5	-0.1
CCN1[C@@H]2c3ccc(-c4cccc(F)c4)c(=O)n3C[C@H]1[C@H](CO)[C@H]2C(=O)NCCCN(C)C	-1.2	6.6	nt	15.0	0.9	-4.7	-0.1	0.4
O=C(NC(c1ccc(Cl)cc1)c1ccsc1)C1CCN(Cc2ccc(Oc3ccccc3)cc2)CC1 (configuration not stated)	0.8	20.1	1.5	-21.4	8.9	-9.1	-0.1	0.2
O=C(C[C@@H]1CC[C@@H]2[C@H](COC[C@@H](O)CN2CC2CCOCC2)O1)N1CCOCC1	-4.5	11.2	-1.5	11.0	7.0	1.9	-0.1	-0.1
CN1CCN(c2ccc(NC(=O)N3CCc4ccccc43)cc2)CC1	5.0	61.9*	3.0	2.8	0.4	-71.8	0.0	0.0
O=C(NC(=S)Nc1cccc(C(F)(F)F)c1)c1ccc2nonc2c1	0.4	13.3	-6.9	-15.2	3.6	nt	nt	0.2
CCC(C)(C)NC(=O)C1c2ccccc2Oc2ccccc21	4.1	8.2	2.6	-10.4	nt	nt	nt	0.1
CN(C)c1ccc(CN(C(=O)c2cccs2)C2CCS(=O)(=O)C2)cc1 (configuration not stated)	-3.1	-0.8	2.3	11.1	-11.7	nt	nt	0.1
Cc1ccc(S(=O)(=O)Nc2ccc3c(c2)C(=O)N([C@@H](C)CO)C[C@@H](C)[C@@H](CN(C)CC2CC2)O3)cc1	-0.4	-1.4	-5.8	4.6	-0.3	-4.5	-6.2	0.0
O=C(Nc1cccc(C(F)(F)F)c1)c1ccco1	4.1	nt	-2.9	-6.5	1.5	1.6	nt	nt
Cc1ccc([C@@H]2[C@@H]3C(=O)N(C)C(=O)[C@@H]3[C@]3(C)C(=O)N(Cc4ccccn4)CC(=O)N23)o1	-3.4	-6.2	0.4	-15.4	-5.6	0.4	-0.1	0.1
O=C(Nc1ccc(F)cc1)N[C@H]1CC[C@@H](CCn2cc(-c3ccc(F)cc3)nn2)O[C@@H]1CO	-17.2	4.1	nt	3.1	-1.0	1.8	0.3	-0.5
CCOc1cc(/C=C2/C(=O)ON=C2C)ccc1O	-16.6	2.8	-13.4	-57.2	-8.9	8.6	-0.3	0.0
CN(C)C(=O)c1cccc(-c2ccc3n(c2=O)C[C@H]2N[C@@H]3[C@@H](C(=O)NC3CCC3)[C@@H]2CO)c1	3.0	-1.2	nt	-3.5	3.7	-3.3	-0.3	0.4
CC1(C)COC(c2ccc(F)c([N+](=O)[O-])c2)=N1	-2.4	-4.7	-1.7	-5.2	nt	nt	nt	0.0
OC(c1ccc(F)cc1)c1nc(-c2cc3ccccc3o2)cs1 (configuration not stated)	-0.4	-106.1	2.8	2.0	-2.7	69.9*	5.8	-0.1
COCCCNC(=O)CCc1c(C)nc2c(c(C)nn2-c2ccccc2)c1C	0.2	-4.7	-2.4	-3.3	-5.5	7.3	0.0	0.2
CO[C@@H](CN(C)C(=O)c1cnccn1)[C@@H](C)CN([C@@H](C)CO)S(=O)(=O)c1ccc(C)cc1	12.9	-7.3	-5.0	-8.4	-0.9	-2.5	0.0	0.6
O=C(O)c1ccc(N/N=C/c2cn(Cc3ccc(F)cc3)c3ccccc23)cc1	-1.9	-33.4	3.8	-6.5	4.1	nt	1.5	0.0
Cn1c(=O)c2c(SCC(=O)NCc3ccco3)nc(CC(C)(C)C)nc2n(C)c1=O	-5.4	6.9	2.7	-14.0	-3.3	5.3	-0.1	0.1
CCN(CC)S(=O)(=O)c1cccc(-c2cn3cccnc3n2)c1	2.9	17.0	-1.4	-17.1	-2.4	nt	nt	0.0
COc1cccc(-c2ccnc3[nH]n(-c4ccccc4)c(=O)c23)c1	0.6	-27.1	-1.1	-12.7	-6.0	21.3	0.0	0.2
COc1ccccc1NC(=O)Cc1noc(CSc2n[nH]c(N)n2)n1	-4.1	9.0	-4.1	-17.1	nt	nt	9.3	0.0
Fc1ccc(N2CCN(c3cnc4ccccc4n3)CC2)cc1	6.2	-79.3	-8.6	-4.9	-3.9	11.2	nt	0.3
O=C(CCC(=O)N1CCOc2ccccc21)NCCCN1CCCCC1	-27.4	2.1	1.1	-11.1	-5.8	1.0	nt	-0.2
COc1ccc(/C=C/C(=O)OCC(=O)NC2CCCC(C)C2C)cc1S(=O)(=O)N1CCOCC1 (configuration not stated)	-1.9	-2.8	2.1	-20.2	nt	nt	1.4	0.4
O=C(/C=C/c1cccc([N+](=O)[O-])c1)OCC(=O)N1CCCCC1	-0.7	4.4	-13.7	-1.8	5.1	-12.1	nt	0.0
COc1ccc(OC)c(/C=N\Nc2nccs2)c1	-0.6	-9.7	-2.1	-6.5	-4.6	-1.2	nt	0.4
N/C(=N\c1nc2ccccc2o1)NC(=O)c1ccccc1Br	-2.2	-104.9	-0.5	-11.9	-8.7	79.9*	9.2	0.0
CN(C)CC(=O)N1[C@H](CO)[C@@H](c2ccccc2)C12CN(Cc1cc(F)ccc1F)C2	5.5	1.8	nt	-7.9	nt	nt	0.3	0.0
CCc1ccc(OC(=O)CN2C(=O)c3ccccc3C2=O)cc1	-4.6	8.9	2.7	-9.1	-3.5	-6.3	nt	0.1
COCC#Cc1cnc2c(c1)C(=O)N([C@H](C)CO)C[C@H](C)[C@@H](CN(C)Cc1ccccc1F)O2	-3.3	3.1	-0.4	-16.4	-11.3	2.6	0.2	-0.4
C[C@H](CO)N1C[C@H](C)[C@H](CN(C)C(=O)Cc2ccccc2)OCCCC[C@H](C)Oc2ccc(NS(=O)(=O)c3cn(C)cn3)cc2C1=O	19.2	-11.7	nt	-0.3	16.9	6.5	0.0	0.1
CC(C)=CCN1CCN(Cc2ccc(Oc3ncccn3)cc2)CC1CCO (configuration not stated)	1.6	-5.8	4.0	-13.3	3.1	-6.2	nt	0.3
CCCCCCCCN1C(=O)[C@H](CC(=O)NCc2cccc3ccccc23)C[C@@]2(C(=O)OCC)CCCC=C12	-3.7	14.1	1.2	1.9	nt	nt	nt	0.4
Cc1cccc(C(=O)OCC(=O)N2CCN(C(=O)c3ccco3)CC2)c1O	-5.0	-8.7	-1.5	-8.2	-13.6	-0.2	0.8	0.0
O=C(O)c1cccc([N+](=O)[O-])c1C(=O)Nc1nc2ccccc2s1	-0.4	10.3	-0.4	-10.9	nt	nt	6.7	0.2
COC(=O)c1ccc(/C=N/n2cnnc2)cc1	45.8	-2.4	nt	-4.0	-7.5	-1.4	nt	nt
COc1ccc(S(=O)(=O)Nc2cccc3c2O[C@H](CN(C)C(=O)Nc2cccc4ccccc24)[C@@H](C)CN([C@@H](C)CO)C3=O)cc1	nt	0.8	5.6	nt	nt	-1.5	-7.1	-0.4

Further entries
structure	S100A4 inh HTS	EWS-Fli block	FN deposition inh	RAD52 inh	RAD54 branch	esBAF inh	E-selectin induc	XiGFP reactiv
CCC1CCCCN1CCCNC(=O)c1ccc2c(c1)c(C)c(C)n2C (configuration not stated)	-19.7	-5.6	-6.2	-5.2	13.2	1.1	nt	0.0
Cc1ccc(NC(=O)CNC(=O)c2ccc3c(c2)OCO3)nc1	-12.5	nt	5.8	-4.9	1.5	8.9	nt	0.4
COC(=O)[C@]12CCCCC=C1N(CCc1ccc(OC)c(OC)c1)C(=O)[C@H](CC(=O)NCc1cccc(C(F)(F)F)c1)C2	2.2	-3.6	6.3	-4.1	nt	nt	0.2	0.0
Cc1ccc(S(=O)(=O)N(C)C[C@H]2OCc3ccccc3-c3ccccc3C(=O)N([C@H](C)CO)C[C@H]2C)cc1	2.3	1.0	-9.4	16.6	-13.5	1.2	-0.5	0.1
